TPT1 inhibitor – Candida albicans TPT1 enzyme inhibitors, primary screen, biochemical, fluorescence polarization | tRNA 2'-phosphotransferase TPT1 (Candida albicans SC5314) | recombinant caTPT1, FP RNA substrate dephosphorylation | inhibition, % at 5 µM | 300,000 compounds, 0.81% hits;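 active = inhibition above the mean of all tested compounds plus 3 SD, set per screening campaign, cut at about 24% in these data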;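 also: plate controls were DMSO alone for no effect and ferristatin control at 100 nM for full effect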
PP5 primary – PP5 phosphatase inhibitors, primary screen, biochemical, fluorescence | Serine/threonine-protein phosphatase 5 (Homo sapiens), P53041 | purified PP5c, OMFP substrate fluorescence | inhibition, % at 6.7 µM | 320,000 compounds, 0.18% hits;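 active = inhibition above the campaign's mean inhibition across all tested compounds plus 3 SD, cut at about 9.5% in these data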;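 also: 0% = DMSO only and 100% = 100 µM cantharidin control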
Target sequence (P53041 whole entry, looked up): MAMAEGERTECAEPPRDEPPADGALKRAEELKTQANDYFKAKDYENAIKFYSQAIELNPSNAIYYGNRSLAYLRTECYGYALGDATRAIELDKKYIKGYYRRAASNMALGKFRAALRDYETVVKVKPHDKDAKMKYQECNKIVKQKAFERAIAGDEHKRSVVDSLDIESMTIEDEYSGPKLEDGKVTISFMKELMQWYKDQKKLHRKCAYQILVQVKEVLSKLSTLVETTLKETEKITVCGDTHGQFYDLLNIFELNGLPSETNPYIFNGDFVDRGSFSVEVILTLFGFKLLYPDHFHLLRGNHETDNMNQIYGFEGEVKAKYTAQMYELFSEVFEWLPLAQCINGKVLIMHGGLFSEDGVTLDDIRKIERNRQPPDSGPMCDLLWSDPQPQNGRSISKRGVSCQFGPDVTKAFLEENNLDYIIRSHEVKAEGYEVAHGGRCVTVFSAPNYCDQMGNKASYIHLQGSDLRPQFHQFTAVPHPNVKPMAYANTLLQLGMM
PREPL inhibitor – PREPL enzyme inhibitors, primary screen, biochemical, fluorescence polarization; Prolyl endopeptidase-like (Homo sapiens), Q4J6C6; recombinant PREPL, fluorescence polarization activity-based probe; inhibition, % at 5.96 µM; 320,000 compounds, 0.68% hits; in the data active = inhibition above about 43%;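 also: 0% = enzyme with DMSO and 100% = wells lacking enzyme; many of its hits are not listed in these tables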
LYPLA2 counter – LYPLA2 inhibitors, primary screen, counter-screen for PME1 inhibitor project, biochemical, fluorescence polarization, FP-Rh probe ABPP; 320,000 compounds, 0.38% hits; recombinant LYPLA2; inhibition, % at 5.9 µM; Acyl-protein thioesterase 2 (Homo sapiens), O95372;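 active = inhibition above the screen-wide mean plus 3 SD, limit set per campaign, cut at about 26% in these data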;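 also: 0% = LYPLA2 with DMSO and 100% = wells lacking LYPLA2 enzyme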
Target sequence (O95372 whole entry, looked up): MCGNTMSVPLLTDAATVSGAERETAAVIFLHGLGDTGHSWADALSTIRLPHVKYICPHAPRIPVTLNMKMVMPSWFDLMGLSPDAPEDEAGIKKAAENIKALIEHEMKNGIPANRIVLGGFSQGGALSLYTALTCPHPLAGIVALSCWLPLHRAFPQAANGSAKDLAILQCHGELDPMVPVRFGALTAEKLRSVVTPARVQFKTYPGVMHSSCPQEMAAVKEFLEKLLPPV
Fh CTSL1 inh – Fasciola hepatica cathepsin L1 inhibitors, primary screen, counter-screen for PFM18AAP inhibitor project, biochemical, QFRET, fluorogenic peptide substrate | recombinant F. hepatica cathepsin L1, Z-Leu-Arg-MCA fluorescence | inhibition, % at 5.96 µM | 300,000 compounds, 0.49% hits | AID 1906, 2009;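 active = inhibition above the mean of all tested compounds plus 3 SD, set per screening campaign, cut at about 17% in these data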;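 also: 0% = plate median of test compound wells and 100% = 1 µM Z-Phe-Ala-diazomethylketone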
GASC-1 inh – inhibitors of GASC-1 histone demethylase, primary screen, biochemical, fluorescence, DELFIA europium; Lysine-specific demethylase 4C (Homo sapiens), Q9H3R0; GST-JMJD2C(1-420) H3K9me3 demethylation; inhibition, % at 2.35 µM; 330,000 compounds, 0.069% hits; AID 2099, 2009;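 active = more than half of a compound's replicate wells show inhibition beyond 50%, single wells judged on their own value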;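 also: signal counts dimethyl H3K9 product captured on neutravidin plate; 0% = median of DMSO wells and 100% = 0.3 times that DMSO median; strong numbers were not always called active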
HCV core dimer – inhibitors of HCV core protein dimerization, primary screen, biochemical, TR-FRET, high-throughput; 300,000 compounds, 0.33% hits; inhibition, % at 5 µM; TR-FRET GST/Flag-core106 dimerization, 1536-well;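 active = inhibition above the mean of all tested compounds plus 3 SD, set per screening campaign, cut at about 45% in these data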
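Assay system: Tagged HCV core106 pair (GST and Flag) | Buffer or medium: KF-containing HEPES buffer, pH 7.45, DTT, CHAPS, BSA | Also added: Eu donor and XL665 acceptor anti-tag antibodies | Dosing: One concentration, 5 µM, in 0.5% DMSO | Timing: 4 h at 22.5 °C | Technique: TR-FRET 671 and 617 nm emission | Repeats: Singlicate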
PP1 counter – PP1-alpha phosphatase inhibitors, primary screen, counter-screen for PP5 inhibitor project, biochemical, fluorescence, OMFP substrate, single point; Serine/threonine-protein phosphatase PP1-alpha catalytic subunit (Homo sapiens), P62136; purified PP1alpha; inhibition, % at 6.7 µM; 320,000 compounds, 0.9% hits; AID 2235, 2010;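 active = inhibition above the mean inhibition of all tested compounds plus 3 SD, computed separately for each screening campaign, cut at about 15% in these data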
Target sequence (P62136 whole entry, looked up): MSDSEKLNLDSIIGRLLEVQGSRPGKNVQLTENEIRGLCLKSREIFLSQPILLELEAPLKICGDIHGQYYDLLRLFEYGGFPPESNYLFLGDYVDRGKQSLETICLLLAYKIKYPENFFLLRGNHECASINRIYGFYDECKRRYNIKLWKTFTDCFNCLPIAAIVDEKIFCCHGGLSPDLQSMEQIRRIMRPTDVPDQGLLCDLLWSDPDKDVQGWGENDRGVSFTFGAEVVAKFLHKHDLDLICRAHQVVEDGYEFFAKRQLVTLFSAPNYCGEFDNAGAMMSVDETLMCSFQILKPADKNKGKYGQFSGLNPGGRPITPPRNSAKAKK
Efflux pump inh – inhibitors of Candida efflux pumps in yeast, primary screen, S. cerevisiae, Nile Red, multiplex; 330,000 compounds, 0.44% hits; AID 485275, 2010; S. cerevisiae Candida pump triplex; inhibition, % at 10 µM;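 active = plate passing quality check with inhibition over a set limit, or well fluorescence over plate mean plus 4 SD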;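 also: Nile Red retained in pooled yeast measured as flow cytometry median fluorescence; 0% = buffer negative control and 100% = Enniatin B positive control; higher means more Nile Red kept so more efflux inhibition; some compounds called inactive have numbers as strong as hits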
Starred values were filed as active, the others as inactive; nt = not tested or not shown; & = joins results of further samples.

SMILES	TPT1 inhibitor	PP5 primary	PREPL inhibitor	LYPLA2 counter	Fh CTSL1 inh	GASC-1 inh	HCV core dimer	PP1 counter	Efflux pump inh
CCN(CC)C(=O)C(=O)N/N=C/c1ccc(C(=O)OC)cc1	1	-1.3	5	2	2	2	0	-3	0.0
O=C(c1ccc(S(=O)(=O)N2CCCCC2)cc1)N1CCN=C1SCc1cccnc1	0	-0.9	-5	5	-3	nt	-3	-7	-0.2
CN1C[C@@H]2C(c3ccccc3)C3(c4ccc(C#N)cc4)CC2(C3)[C@H]1c1ccccc1 (stereo not given in full)	-4	1.4	-10	2	0	1	-9	-1	-0.1
CCOC(=O)c1nnc2ccnn2c1N	-1	2.2	5	3	-2	0	-1	-2	0.0
O=C(O)c1cc(N/N=C/c2ccc3c(c2)OCO3)ccc1Cl	1	-1.4	9	4	-5	9	-2	-2	0.0
Cc1ccccc1CN1CCCOCCS1(=O)=O	3	-1.6	-2	-4	-1	4	10	-9	-0.1
CC1=C(C(=O)Nc2ccccn2)C(c2ccc3c(c2)OCO3)C2=C(CC(C)(C)CC2=O)N1 (stereo not given)	-1	2.1	4	0	0	14	1	-4	0.0
CCC(=O)/C=C1/Sc2ccccc2N1CC	-1	0.1	3	2	4	4	-6	-2	-0.1
COc1ccc(-c2nnc(NC(=O)Cc3ccccc3)o2)cc1	4	1.1	6	-10	-3	4	-1	-4	0.2
COc1ccc(-c2n[nH]c(=S)n2Cc2ccccc2)cc1OC	-2	2.7	-10	3	2	13	0	-5	0.1
COc1cccc(NC(=O)c2ccccc2Br)c1	-2	-0.8	-5	-1	1	2	1	-1	-0.1
CC(=O)N(C)c1cccc([N+](=O)[O-])c1	2	1.2	9	-5	0	5	-1	-4	0.0
CCOc1c(Br)cc(C(N)=O)cc1OCc1ccccc1	0	7.5	7	-5	0	1	-13	6	-0.1
O=C(NCCC1=CCCCC1)C1CCN(C(=O)Nc2ccccc2)CC1	-1	0.5	3	2	0	-8	-2	-5	-0.1
COCCCNc1nc2c(c(=O)[nH]c(=O)n2C)n1CCCc1ccccc1	0	1.3	-5	-4	-4	-23	-1	-3	0.1
COc1cccc(C(=O)N(CN2CCCC2=O)c2ccccc2OC)c1	-1	-5.4	6	-6	-5	-1	-2	1	0.4
CC1CCCN(C(=O)c2ccc3c(c2)OCCO3)C1 (stereo not given)	nt	1.6	6	1	nt	-2	nt	-1	0.0
O=C(CCC(=O)Nc1ccccc1)N/N=C/c1ccncc1	-1	1.0	8	-1	1	-2	0	0	0.0
O=C(O)CCC(=O)N1CCc2cc(S(=O)(=O)Nc3ccc4c(c3)OCCO4)ccc21	5	0.6	-3	-6	-2	4	2	0	-0.1
Cc1cc(Br)ccc1NC(=O)CN1C(=O)CCC1=O	4	2.2	5	6	-4	-1	-2	0	-0.3
Cc1ccc(OCC(O)CN2CCN(CCO)CC2)c(C)c1 (stereo not given)	-1	1.7	2	1	3	-38	-9	4	-0.1
O=c1[nH]c(=S)c2ncn(-c3ccccc3)c2[nH]1	-1	1.6	1	-1	-4	-19	4	1	0.1
CC(=O)c1ccc(S(=O)(=O)NCC2(N3CCOCC3)CCCCC2)cc1	nt	1.6	9	2	nt	9	nt	1	0.2
COc1ccc2c(CC(=O)Nc3c(C)n(C)n(-c4ccccc4)c3=O)coc2c1	0	0.6	-1	3	-2	5	3	2	0.0
Cc1c(/N=C/c2ccco2)n(Cc2ccccc2)c2ccccc12	-2	2.5	14	4	0	-23	-4	1	0.3
(list continues)
SMILES	TPT1 inhibitor	PP5 primary	PREPL inhibitor	LYPLA2 counter	Fh CTSL1 inh	GASC-1 inh	HCV core dimer	PP1 counter	Efflux pump inh
C/C(=N\NC(=O)c1cccc(S(=O)(=O)N2CCOCC2)c1)c1ccc(O)cc1	nt	-0.9	14	3	nt	10	nt	0	-0.2
CS(=O)(=O)c1ccc(SCC(=O)NC2CCS(=O)(=O)C2)c([N+](=O)[O-])c1 (stereo not given)	-5	-1.7	2	-2	1	-9	0	0	-0.3
O=C(NC1CCCC1)C(c1ccco1)N(Cc1ccccc1)C(=O)c1csnn1 (stereo not given)	0	0.0	0	3	-7	-19&0	5	2	-0.1
Fc1cc(F)cc(-c2c(-c3ccccc3)ncc3ccc(F)cc23)c1	nt	1.7	8	-3	nt	-2	nt	2	-0.4
CSc1ccccc1NC(=O)c1cnc2sc(C)cn2c1=O	1	0.2	1	5	-1	nt	-9	0	0.1
O=C(CSc1n[nH]c(=O)n1C1CC1)NCc1ccccc1	-2	-0.1	3	9	-5	6	-2	-1	-0.1
CC(=O)NCc1ccc(S(=O)(=O)NC(C(=O)O)C(C)C)cc1 (stereo not given)	1	-3.3	15	1	4	-16	-2	-6	-0.1
COc1ccccc1-c1noc(CCC(=O)Nc2cccc(C(F)(F)F)c2)n1	1	2.4	-58	-2	1	3	-5	5	0.0
CCn1c(SC(C)C(=O)OC)nnc1-c1c[nH]c2ccccc12 (stereo not given)	-3	-3.6	-6	-5	-2	-2	4	-1	0.0
Cc1cc(C)n2nc(SCC(=O)N/N=C/c3ccc(F)cc3)nc2n1	2	3.5	37	7	1	-14	-2	-5	0.0
CN(C)S(=O)(=O)Nc1ccccc1C(N)=O	3	3.8	16	2	0	-5	1	-3	0.3
COc1ccc(N(C(C)C(=O)NN=C2CCCCCCC2)S(C)(=O)=O)cc1 (stereo not given)	-3	2.2	1	0	-1	3	3	3	0.0
O=C(NCCC(=O)N1CCC2(CC1)NCCc1[nH]cnc12)c1cccc(Br)c1	0	1.1	-1	-9	1	104	7	-1	0.3
COc1cc2c(cc1O)CC[C@@H]1[C@@H]2CC[C@]2(C)[C@@H](O)CC[C@@H]12	-5	1.6	3	5	1	-3	-9	3	-0.1
CNC(=O)CSc1nnc(C2CC2)n1-c1ccccc1	2	-1.8	-4	-4	1	-2	0	-8	0.0
CCn1c(=O)n(CC(=O)NCc2ccccc2OC)c(=O)c2ccccc21	-1	-1.2	-7	3	0	-11	-6	-1	0.0
[N-]=[N+]=NC[C@H](c1ccccc1)N1CCN(Cc2ccccc2)CCC1=O	0	0.5	17	9	-2	-6	3	-3	0.1
CC(C)CC(CC(C)C)=NNC(=O)c1ccc(CSc2nncn2C)cc1	-2	0.1	4	10	-2	8	-1	0	0.1
O=C(CC(Nc1ccccc1)c1ccc(F)cc1)c1ccccc1 (stereo not given)	1	2.4	27	3	6	11	8	2	-0.1
O=C1CN(C(=O)CNCc2ccccc2Cl)c2ccccc2N1	-3	-1.4	18	4	0	4	-5	1	0.0
CCCCNc1c(NC(C)=O)c(=O)oc2ccccc12	0	3.8	8	-8	1	0	-11	-4	0.2
O=C(c1cc(S(=O)(=O)N2CCOCC2)ccc1F)N(Cc1nnc(-c2ccccc2Cl)o1)C1CC1	2	-3.0	24	4	-4	1	6	-6	-0.1
COc1ccccc1CNC(=O)CS(=O)Cc1nc(-c2ccc(OC)c(OC)c2)oc1C (stereo not given)	-3	1.3	-5	1	0	9	5	1	-0.1
O=C(N=c1ccn(-c2nc3ccccc3nc2NS(=O)(=O)c2ccccc2)cc1)c1cccs1	2	3.9	-13	-4	-1	-3	-31	0	0.0
CC(NC(=O)c1ccccc1Cl)c1ccc(-n2ccnc2)cc1 (stereo not given)	4	-0.1	5	-2	0	-11	-1	-6	0.8
The list continues.
SMILES	TPT1 inhibitor	PP5 primary	PREPL inhibitor	LYPLA2 counter	Fh CTSL1 inh	GASC-1 inh	HCV core dimer	PP1 counter	Efflux pump inh
O=C(Oc1cccc(Oc2ccccc2)c1)N1CCOCC1	0	0.5	14	5	-1	12	-2	1	-0.1
Fc1ccc(NC(=S)NCCN2CCOCC2)c(F)c1F	-3	-1.0	3	6	3	0	-1	1	0.0
CN1CCN(C(=O)c2cc(Cl)ccc2NC(=O)c2ccc(Cl)cc2Cl)CC1	-3	2.1	21	-4	0	1	-8	-1	0.0
COc1cc(C(=O)NCc2cccc3ccccc23)cc(Cl)c1OC	-2	4.2	3	-11	5	3	7	3	-0.2
Cc1ccc(NC(=O)C2CCN(C(=O)c3cccs3)CC2)cc1	0	-5.0	0	-3	-4	-15	-5	-5	0.1
Oc1cc2ccccc2cc1-c1nnc2n1-c1ccccc1SC2	-4	0.0	-4	4	0	31	7	-2	0.0
O=C(COC(=O)c1cccs1)c1ccc2ccccc2c1	0	3.7	0	2	6	-1	0	1	0.1
CC(C)C(=O)Nc1cccc(-c2cn3ccccc3n2)c1	0	0.0	-3	0	-2	-25	0	-1	-0.1
CCOc1ccc(NC(=O)c2c[nH]n3c(=O)cc(C4CCN(C(=O)OC(C)(C)C)CC4)nc23)cc1	-1	3.9	32	0	5	-1	20	16*	0.1
CCc1ccc2c(c1)CCCN2C(=O)c1ccccc1C(=O)O	2	-0.8	17	1	1	-1	2	-4	-0.1
Cc1ccc(/C=N\NC(=O)COc2ccc(C)cc2[N+](=O)[O-])cc1	-2	-1.5	19	23	4	-13	1	-1	0.0
c1ccc(-c2csc3ncnc(-n4cnc5ccccc54)c23)cc1	-2	2.6	4	-6	-2	-1	3	1	-0.2
Fc1ccc(Cn2nnnc2C(c2ccc(Cl)cc2)N2CCSCC2)cc1 (stereo not given)	4	5.3	13	2	3	-1	8	2	0.1
CC12C(=O)N(c3cccc4cccnc34)C(=O)C1C1C=CC2C1 (stereo not given)	-4	2.5	2	-5	1	-189	-3	1	-0.1
O=C(COc1cccnc1[N+](=O)[O-])c1ccc(Cl)s1	3	11*	7	2	-1	-16	23	8	-0.1
CCOc1cc(S(=O)(=O)NCCN2CCOCC2)c(C)cc1C	-3	3.3	2	-3	-3	4	5	-2	-0.1
CCOC(=O)c1ccc(Nc2nnc(C)c3ccccc23)cc1	-5	0.8	12	-3	0	-3	0	-3	0.1
Cc1ccc(C)c(-n2nnnc2SCC(=O)Nc2c(C)n(C)n(-c3ccccc3)c2=O)c1	-4	1.8	-6	-1	1	3	0	6	-0.1
Cc1cccc2nc(CSc3nc4ccccc4[nH]3)cn12	18	0.7	9	-1	1	2	-6	0	0.0
Cc1c(S(=O)(=O)Nc2cccc3ccccc23)c(=O)n(C)c(=O)n1C	-2	1.8	-9	-1	-2	3	3	-3	-0.4
Cc1ccc(/C=N/NC(=O)CN2CCN(Cc3ccccc3)CC2)s1	-3	0.7	4	4	0	-7	-3	-8	0.1
COC(=O)c1nnn(CC(=O)NC(=O)Nc2c(C)cccc2C)c1C(=O)OC	-3	-1.1	-3	17	1	2	-4	1	0.2
O=C(CN1C(=O)CSc2ccccc21)N1CCc2ccccc21	0	1.3	12	6	0	-35	-4	-2	0.1

Screens deposited in PubChem by several laboratories.

A portion of the library; count on the stated rates, not on these rows.
